HIF-2a inh – HIF-2a reporter inhibitors, primary screen, luminescence, 786-0 RCC cells; inhibition, % at 18.8 µM; 786-0 RCC cells HIF-2a reporter, luciferase luminescence, overnight; AID 624352, 2012; 360,000 tested, 0.72% active;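 active = inhibition of the luminescence signal of 40% or more relative to plate controls, in a single-dose primary screen at 18.75 µM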
Peg3 promoter – Peg3 promoter-driven luciferase inhibitors, primary screen, cell-based, HeLa, luciferase luminescence | AID 588405, 2011 | HeLa PEG-Prom luciferase reporter, overnight | 360,000 tested, 1.7% active | inhibition, % at 20 µM;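 active = inhibition of at least 50% at 20 µM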
Shn3 3UTR inh – reduction of Shn3 3'UTR firefly luciferase signal, primary screen, Schnurri-3 inhibitor project, cell-based, Clone20 osteoblasts, set 2 | Clone20 osteoblast Shn3 3'UTR firefly luciferase, 24 h | inhibition, % at 12.5 µM | 360,000 tested, 0.52% active | AID 588674, 2011;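 active = mean inhibition of at least 75% with every replicate also reaching 75%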;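 note: 0% = median of neutral control wells and 100% = pilot-screen positive control compound; some compounds past the cut are filed as inactive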
NR2E3 ag-1 – NR2E3 agonists in two-hybrid cells, primary screen, cell-based, luminescence, CHO-S, Gal4-NCOR/VP16-NR2E3; luciferase; inhibition of corepressor binding, % at 3.98 µM; 360,000 tested, 0.35% active; AID 602229, 2012;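 active = inhibition above the mean of all tested compounds plus 3 SD, cut at about 70% in these data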;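 note: 0% = DMSO with NR2E3 transfected cells and 100% = cells lacking NR2E3 construct; higher means lower luciferase signal from less NR2E3 corepressor binding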
Target sequence (Q9Y5X4 whole entry, looked up, the tested form may be a part): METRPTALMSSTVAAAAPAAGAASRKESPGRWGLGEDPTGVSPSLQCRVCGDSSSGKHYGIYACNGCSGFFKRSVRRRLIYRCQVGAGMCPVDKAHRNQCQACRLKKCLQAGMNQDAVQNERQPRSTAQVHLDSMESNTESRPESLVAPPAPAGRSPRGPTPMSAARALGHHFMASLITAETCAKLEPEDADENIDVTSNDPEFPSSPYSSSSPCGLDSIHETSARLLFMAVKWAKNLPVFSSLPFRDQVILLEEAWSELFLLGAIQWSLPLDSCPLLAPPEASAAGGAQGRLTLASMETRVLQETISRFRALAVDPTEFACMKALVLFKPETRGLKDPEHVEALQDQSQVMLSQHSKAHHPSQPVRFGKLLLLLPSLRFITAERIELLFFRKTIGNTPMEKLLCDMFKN
KKLEB tox – cytotoxicity in KKLEB CF airway cells, primary screen, cytotoxicity control for CF NF-kB inhibitor project, cell-based, uHTS, fluorescence assay plates. KKLEB CF airway cells viability, ATPlite luminescence, overnight; stronger effect = lower value; cells stimulated with P. aeruginosa culture filtrate. activity change (cytotoxicity), % at 5 µM. 360,000 tested, 0.36% active. AID 602141, 2011;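 active = corrected activity change at or below -50% at 5 µM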
NR2E3 ag-2 – inhibitors of NR2E3-RetCOR corepressor binding, primary screen, NR2E3 agonist project, biochemical, TR-FRET, GST-NR2E3, biotin-RetCOR; Photoreceptor-specific nuclear receptor (Homo sapiens), Q9Y5X4; 1536-well; inhibition of corepressor binding, % at 4.78 µM; 320,000 tested, 0.12% active; AID 2300, 2010;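 active = percent inhibition above the cutoff of mean plus 3 SD of all tested compounds, set per screening campaign, cut at about 20% in these data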;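 note: 0% = DMSO wells and 100% = biotin wells as full block of FRET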
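system = GST-tagged NR2E3 plus biotinylated RetCOR corepressor | input = 1.35 nM GST-NR2E3 | also added = 7 nM biotin-RetCOR | schedule = 5 h incubation at 4 °C | measured by = TR-FRET with europium anti-GST and streptavidin-D2, 340 nm excitation | read-out = percent loss of FRET ratio relative to control wells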
CF NFkB inh – inhibitors of PAF-induced NF-kB signaling, primary screen, cell-based, GFP fluorescence, uHTS; KKLEB NF-kB-GFP reporter, GFP fluorescence overnight; inhibition, % at 5 µM; 360,000 tested, 0.86% active; AID 588850, 2011;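 active = at least 50% inhibition at 5 µM, scaled per plate between neutral and stimulator controls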;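 note: PAF is a Pseudomonas aeruginosa culture filtrate used as stimulus; plate controls were PAF-stimulated DMSO wells for no effect and unstimulated DMSO wells for full effect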
C8 TRAIL sens – viability loss with TRAIL in NB7+C8 cells, primary screen, TRAIL sensitizer project, cell-based, ATPlite luminescence | inhibition (viability loss, TRAIL sensitization), % at 10 µM | AID 624354, 2012 | 360,000 tested, 1% active;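 active = compounds causing at least 50% loss of cell viability in the single-dose screen, relative to plate controls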
TWEAK Fn14 block – inhibitors of TWEAK-Fn14 signaling, primary screen, luciferase reporter cells, uHTS; TWEAK-stimulated Fn14 reporter cells, luciferase luminescence, 8 h; inhibition, % at 10 µM; 360,000 tested, 2% active; AID 1159606, 2016; in the data active = inhibition above about 50%
TRPM1 prom inh – inhibitors of MITF-dependent TRPM1 promoter reporter, primary screen, cell-based, SK-MEL-5, single point, luciferase; inhibition, % at 12.5 µM; SK-MEL-5 TRPM1 promoter luciferase, 24 h; 330,000 tested, 0.83% active;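 active = mean inhibition across replicates of 60% or more, whatever share of single replicates reaches that level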; note: values of inactives mirror those of a sister screen read the other way
TROY NFkB inh – inhibitors of TROY-driven NF-kB signaling, primary screen, Q293 LMP1-TROYcd cells, NF-kB luciferase, uHTS. inhibition, % at 10 µM. Q293 LMP1-TROYcd NF-kB luciferase reporter, 4 h. 360,000 tested, 0.98% active. AID 1347056, 2019;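 active = compounds whose plate-normalised and pattern-corrected inhibition of the luciferase reporter signal at the single screening dose is 50% or more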
Starred values were filed as active, the others as inactive; . = no result given; & = joins results of further samples.

1. COc1ccccc1-c1cc(C(=O)N/N=C/c2sccc2C)c2ccccc2n1
2. O=C(Nc1cccnc1)c1cc([N+](=O)[O-])ccc1Cl
3. Cc1csc2ncnc(NC3CCN(Cc4ccccc4)CC3)c12
4. COc1cccc(OC)c1C1=NC(C)(C)CO1
5. COc1ccc(-c2noc(CSc3nc4sc(C)c(C)c4c(=O)n3-c3ccccc3)n2)cc1
6. CCN(CC)CCCn1c2c(c(SCC(=O)Nc3ccc4c(c3)OCCO4)nc1=O)CCC2
7. O=C(CCC(=O)Nc1ccc(Br)cc1)N/N=C/c1ccc(F)cc1
8. Cc1ccc(C2=NS(=O)(=O)N(C)C(C(=O)NCc3cccs3)=C2)cc1
assay / compound | 1 | 2 | 3 | 4 | 5 | 6 | 7 | 8
NR2E3 ag-2 | -1 | 1 | 2 | -2 | 1 | 0 | 0 | 3
TROY NFkB inh | 8 | 3 | 23 | -19 | 7 | 16 | -19 | 2
Shn3 3UTR inh | 27 | -1 | 82 | 1 | 6 | -1 | -3 | -48
CF NFkB inh | 4 | 7 | 10 | -17 | -7 | 15 | -1 | -8
KKLEB tox | -4 | 2 | -8 | 4 | -43 | 1 | 5 | 4
HIF-2a inh | 21 | 7 | 17 | 11 | 19 | 0 | 10 | 4
TWEAK Fn14 block | -10 | -13 | 34 | -2 | -18 | 17 | 2 | 16
Peg3 promoter | 23 | -15 | 4 | 10 | 6 | -1 | 4 | 1
NR2E3 ag-1 | -28 | -4 | 81* | -20 | -19 | -20 | 5 | -3
C8 TRAIL sens | 40 | 1 | 23 | -3 | 13 | -6 | -13 | 56*
TRPM1 prom inh | 11 | 0 | 15 | 0 | 9 | -4 | . | .

Ordered by the number under TWEAK Fn14 block (ascending): some entries from above.
no. | SMILES | TWEAK Fn14 block
2 | O=C(Nc1cccnc1)c1cc([N+](=O)[O-])ccc1Cl | -13
1 | COc1ccccc1-c1cc(C(=O)N/N=C/c2sccc2C)c2ccccc2n1 | -10
4 | COc1cccc(OC)c1C1=NC(C)(C)CO1 | -2
8 | Cc1ccc(C2=NS(=O)(=O)N(C)C(C(=O)NCc3cccs3)=C2)cc1 | 16
6 | CCN(CC)CCCn1c2c(c(SCC(=O)Nc3ccc4c(c3)OCCO4)nc1=O)CCC2 | 17
3 | Cc1csc2ncnc(NC3CCN(Cc4ccccc4)CC3)c12 | 34

(continued)
9. CC(=O)c1ccc(S(=O)(=O)N2CCN(C(C)C(=O)N(C)Cc3ccccc3)CC2)cc1 (stereo not drawn)
10. O=C(COC(=O)[C@@H]1CCCN1S(=O)(=O)c1ccc(Cl)cc1)NC1CC1
11. COc1ccc2ccccc2c1/C=N/N1C(=O)CSC1=S
12. COCc1ccc(CN2CCCC(CCC(=O)NCc3ccc(C)o3)C2)o1 (stereo not drawn)
13. Clc1ccc(OCc2nn3c(-c4ccco4)nnc3s2)c(Cl)c1
14. Cc1ccc(C(=O)OCC(=O)NCc2cc(C)c(O)c(C)c2)cc1S(=O)(=O)N1CCCCC1
15. CCC(C)NC(=O)Cn1cnc2sc(C)c(S(=O)(=O)N3CCN(c4ncccn4)CC3)c2c1=O (stereo not drawn)
16. CCOC(=O)c1sc2nc(CC(=O)OC)nc(NCCN(CC)CC)c2c1C
assay / compound | 9 | 10 | 11 | 12 | 13 | 14 | 15 | 16
NR2E3 ag-2 | . | 1 | -1 | 5 | -3 | 1 | 3 | 6
TROY NFkB inh | -19 | 8 | -40 | 25 | 69* | 10 | 6 | 20
Shn3 3UTR inh | 13 | -2 | -4 | 6 | -3 | 27 | 7 | 3
CF NFkB inh | -23 | -1 | -8 | 6 | 6 | 0 | 19 | 1
KKLEB tox | -42 | -7 | 4 | 4 | -4 | -3 | 9 | -1
HIF-2a inh | -11 | 13 | -9 | 15 | -37 | 3 | 21 | -3
TWEAK Fn14 block | 8 | 19 | -21 | 1 | 47 | 8 | -40 | 13
Peg3 promoter | 6 | 11 | -1 | 10 | -1 | 17 | 8 | 12
NR2E3 ag-1 | 15 | -9 | -27 | 15 | -32 | -24 | 20 | 3
C8 TRAIL sens | 2 | -8 | 3 | 4 | 24 | 11 | -4 | -38
TRPM1 prom inh | 2 | 10 | 0 | 4 | 1 | -1 | -4 | -3

Structures above that have an aryl thioether with sulfur outside any ring:
5. COc1ccc(-c2noc(CSc3nc4sc(C)c(C)c4c(=O)n3-c3ccccc3)n2)cc1
6. CCN(CC)CCCn1c2c(c(SCC(=O)Nc3ccc4c(c3)OCCO4)nc1=O)CCC2
assay / compound | 5 | 6
NR2E3 ag-2 | 1 | 0
TROY NFkB inh | 7 | 16
Shn3 3UTR inh | 6 | -1
CF NFkB inh | -7 | 15
KKLEB tox | -43 | 1
HIF-2a inh | 19 | 0
TWEAK Fn14 block | -18 | 17
Peg3 promoter | 6 | -1
NR2E3 ag-1 | -19 | -20
C8 TRAIL sens | 13 | -6
TRPM1 prom inh | 9 | -4

Other results.
17. CC(Sc1nnc(C2CC2)n1-c1ccccc1)C(=O)N1CCNC1=O (stereo not drawn)
18. COc1ccc(C2Nc3ccccc3C(=O)N2c2ccccc2)cc1CSc1ccccn1 (stereo not drawn)
19. CC1=CC(=O)c2ccccc2C1=O
20. COc1cccc(NC(=S)N(Cc2ccco2)C(C)c2ccco2)c1 (stereo not drawn)
21. Cc1cccc(C(=O)Nc2ccccc2C(=O)Nc2ccc(C(=O)O)cc2)c1
22. CCN(CC)CCCN(Cc1cc2cc(OC)ccc2[nH]c1=O)C(=O)Nc1ccc(F)cc1
23. CCOc1ccc(CCNC(=O)CSc2cc(=O)n(CC)c3ccccc23)cc1OCC
24. CCCCNC(=S)N/N=C/c1sccc1C
assay / compound | 17 | 18 | 19 | 20 | 21 | 22 | 23 | 24
NR2E3 ag-2 | . | -4 | 2&1 | -5 | 0 | 6 | 0 | 0
TROY NFkB inh | -23 | -49 | 15&21 | -34 | -5 | 14 | 7 | -32
Shn3 3UTR inh | -5 | -28 | 3&22 | 25 | -17 | 1 | -3 | -2
CF NFkB inh | 12 | -19 | 62* | -9 | 13 | 6 | -2 | -8
KKLEB tox | 4 | 10 | -16&-1 | -16 | -14 | 2 | 6 | 2
HIF-2a inh | 9 | -56 | 6&14 | -15 | -5 | 6 | -2 | -96
TWEAK Fn14 block | 7 | -6 | 10&13 | -15 | -8 | 13 | 3 | -11
Peg3 promoter | 2 | -57 | 17&7 | 8 | -26 | 0 | -1 | -38
NR2E3 ag-1 | 10 | -39 | -14&-7 | -2 | -10 | 3 | 12 | -40
C8 TRAIL sens | 8 | -2 | 2&-4 | -4 | 11 | 3 | 12 | 3
TRPM1 prom inh | 0 | -37 | 43&30 | -3 | -4 | -9 | 5 | -21

25. Cc1nnc(NC(=O)CN2CCN(Cc3ccc(F)cc3Cl)CC2)s1
26. Cc1ccc(CNC(=O)c2c(-c3ccccc3)sc3ccccc23)o1
27. Cc1ccc2cccc(OCc3cccc([N+](=O)[O-])c3)c2n1
28. O=C(CN(CCc1ccccc1)C(=O)CN1C(=O)COc2ccccc21)NCc1ccco1
29. N#CC1(c2ccccc2)CCC(=O)N1Cc1ccccc1 (stereo not drawn)
30. O=S(=O)(/N=C(/Nc1nc2ccccc2s1)c1ccccc1)c1ccccc1
31. O=C(Nc1ccc(Cl)cc1)c1nc[nH]c1C(=O)N1CCN(c2ccccc2)CC1
32. O=C(COc1ccc(F)cc1)N1CCCc2ccccc21
assay / compound | 25 | 26 | 27 | 28 | 29 | 30 | 31 | 32
NR2E3 ag-2 | 5 | . | 0 | 0 | -1 | 3 | . | -4
TROY NFkB inh | 11 | -18 | -15 | 19 | 25 | -25 | 0 | -6
Shn3 3UTR inh | 5 | -9 | 10 | -10 | -5 | -114 | -7 | -4
CF NFkB inh | -7 | -15 | 10 | 6 | -11 | -16 | -21 | -4
KKLEB tox | 6 | 10 | 0 | 7 | 11 | 1 | -6 | -9
HIF-2a inh | 11 | -1 | -14 | 15 | 20 | -310 | -4 | -64
TWEAK Fn14 block | -1 | 5 | -24 | 2 | 15 | 17 | -10 | -16
Peg3 promoter | 7 | -11 | 10 | 11 | 4 | -248 | 27 | -42
NR2E3 ag-1 | -8 | 1 | -30 | -14 | -14 | -104 | -31 | -35
C8 TRAIL sens | 9 | 18 | 12 | 3 | -11 | 19 | 0 | 1
TRPM1 prom inh | -5 | 3 | -13 | 17 | -4 | -49 | -10 | 4

33. O=c1[nH]c2ccccc2n2c(-c3ccncc3)nnc12
34. COc1ccccc1N1CCN(CC(=O)NCCc2ccc(S(N)(=O)=O)cc2)CC1
35. COc1ccc(C2CC(c3ccccc3)=NN2C(=O)COC(=O)c2cccc(N)c2)cc1 (stereo not drawn)
36. O=C(Cc1ccc(Br)cc1)N1CCN(C(=O)c2ccccc2)CC1
37. COc1ccc(-c2csc(Nc3ncccn3)n2)cc1C
38. CCOc1ccc(S(=O)(=O)N(C)c2ccc(OCC(=O)Nc3ccccc3F)cc2)cc1
39. CC1=C(C(=O)Nc2cccnc2)C(c2ccccn2)n2nnnc2N1 (stereo not drawn)
40. N#Cc1nc(-c2cccs2)oc1NCc1ccc2c(c1)OCO2
41. Cc1cccc(Sc2ccc([N+](=O)[O-])cn2)c1
assay / compound | 33 | 34 | 35 | 36 | 37 | 38 | 39 | 40 | 41
NR2E3 ag-2 | . | -1 | . | 3 | 1 | . | 7 | 1 | -1
TROY NFkB inh | 15 | 3 | 7 | 5 | -73 | 10 | 8 | -11 | -12
Shn3 3UTR inh | -6 | -12 | 9 | 5 | -45 | 0 | -1 | 1 | 1
CF NFkB inh | -9 | 1 | 0 | 13 | -5 | 2 | -6 | 16 | 1
KKLEB tox | 1 | 4 | 1 | -3 | 14 | -17 | 7 | -4 | -6
HIF-2a inh | 20 | -9 | -21 | 3 | -147 | -5 | 4 | -65 | -2
TWEAK Fn14 block | -3 | -6 | 9 | 8 | -9 | 14 | 6 | -17 | -12
Peg3 promoter | 8 | -22 | 7 | 4 | -139 | 10 | 4 | -28 | 4
NR2E3 ag-1 | 0 | -23 | -35 | -17 | -76 | -18 | -20 | -3 | -36
C8 TRAIL sens | 1 | 4 | 14 | 3 | 8 | -10 | -3 | 0 | 1
TRPM1 prom inh | 18 | 2 | 3 | 0 | -71 | 18 | 8 | 7 | -12

Assay outcomes: PubChem BioAssay, several laboratories

Not all compounds are listed; rates above refer to the full screens.
